NCI-60 one-dose screen, 48 h, at 10 µM unless noted. Numbers give growth in % (100 = growth as untreated, 0 = no growth, -100 = all killed).
SF-539 – SF-539 CNS cancer; 81,000 compounds, 6.8% hits; AID 1794752
HCC-2998 – HCC-2998 colon cancer; 79,000 compounds, 4.7% hits
SNB-19 – SNB-19 CNS cancer cells | AID 1794751 | 81,000 compounds, 2.5% hits
U251 – U251 CNS tumor cells | 80,000 compounds, 5.4% hits
SF-268 – SF-268 CNS cancer cells; 82,000 compounds, 3.1% hits
SF-295 – SF-295 CNS cancer cells; 79,000 compounds, 5.6% hits
SNB-75 – SNB-75 CNS cancer. 79,000 compounds, 5% hits
PC-3 – PC-3 prostate cancer cells | 80,000 compounds, 3.9% hits
Starred values were filed as active, the others as inactive; . = no result given; & = joins results of further samples. The calls were made as follows: active = growth percent below 10; inactive = the rest.

The opening 5 records, to show the layout:
canonical_smiles	SF-539	HCC-2998	SNB-19	U251	SF-268	SF-295	SNB-75	PC-3
Nc1cc(C(=O)O)cc(-n2c(O)c(C=C3N=c4ccccc4=N3)sc2=S)c1	97	99	103	107	98	101	81	92
COc1ccc2nc(C)c(C3=NNC(c4cc(OC)c(OC)c(OC)c4)C3)nc2c1 (stereo not drawn)	.	127	107	108	110	95	105	90
CCOC(=O)c1cnc2cc(Cl)c(F)cc2c1Nc1cccc(NS(C)(=O)=O)c1	89	98	94	106	90	94	.	101
O=C1Nc2cc(Cl)ccc2/C1=C/c1ccc(OCC(=O)c2ccccc2)cc1	86	114	95	96	89	100	59	72
O=C(NC(CSCc1ccccc1)C(=O)NC(Cc1ccc(O)cc1)C(=O)O)OCc1ccccc1 (stereo not drawn)	120	95	112	101	105	87	109	97

The whole of this part, repeating the preview:
canonical_smiles	SF-539	HCC-2998	SNB-19	U251	SF-268	SF-295	SNB-75	PC-3
Nc1cc(C(=O)O)cc(-n2c(O)c(C=C3N=c4ccccc4=N3)sc2=S)c1	97	99	103	107	98	101	81	92
COc1ccc2nc(C)c(C3=NNC(c4cc(OC)c(OC)c(OC)c4)C3)nc2c1 (stereo not drawn)	.	127	107	108	110	95	105	90
CCOC(=O)c1cnc2cc(Cl)c(F)cc2c1Nc1cccc(NS(C)(=O)=O)c1	89	98	94	106	90	94	.	101
O=C1Nc2cc(Cl)ccc2/C1=C/c1ccc(OCC(=O)c2ccccc2)cc1	86	114	95	96	89	100	59	72
O=C(NC(CSCc1ccccc1)C(=O)NC(Cc1ccc(O)cc1)C(=O)O)OCc1ccccc1 (stereo not drawn)	120	95	112	101	105	87	109	97
CCOCCOCCN1CNc2[nH]c(=S)[nH]c(=O)c2C1	119	99	110	103	102	105	101	89
CC(C)(C)n1cc(-c2ccnc(NCCCNS(=O)(=O)c3ccc(C(F)(F)F)cc3)n2)c(-c2ccc(Cl)c(O)c2)n1	90	107	97	78	78	106	96	36
CN(C)c1ccc(-c2cc(-c3c[nH]c4ccccc34)nc(-c3c[nH]c4ccccc34)c2C#N)cc1	76	88	80	93	96	80	87	90
CCOC(=O)c1c2c(n3cccc(F)c13)C(=O)c1ncccc1C2=O	-9.1*	25	11	-36*	21	3.2*	29	14
Cc1nc(/N=C(N)/N=C(\N)c2cccc(Br)c2)sc1C	38	65	43	47	80	8.9*	63	60
COc1cc(Cl)cc(-c2nn(C(=O)NS(=O)(=O)c3ccc(C)cc3)cc2-c2ccncc2)c1	75	.	106	84	95	100	50	93
Nc1cc2c(cc1Br)-c1cc(Cl)ccc1C2=O	99	114	104	98	91	106	97	95
COc1ccc2c(c1)c(C(=O)c1nc(-c3c[nH]c4ccc(F)cc34)no1)cn2C	97	101	103	97	100	101	83	.
Brc1cc2c(cc1C1OCCCO1)OCO2	97	99	107	102	105	.	100	104
O=c1ccn(CCOc2nc(-c3ccc(F)cc3)cc(-c3ccco3)n2)c(=O)[nH]1	93	101	102	103	121	.	95	110
COc1ccc(/C=C(\C#N)c2cc3ccccc3n2C)cc1	-16*	25	33	16	48	9.9*	1.1*	39
CC1=C(C)C[C@]2(C(=O)O[C@H]3CCCC[C@@H]32)[S@](=O)C1	114	95	105	99	96	106	98	110
C/C(=C\CCc1ccsc1)CC/C=C(\C)CCCN1CCC(CO)CC1	9.9*	-15*	53	-3.5*	61	7.6*	41	41
C=C(C)C1CCC(=C)C2CCC3(C)OC12/C=C(/COC(C)=O)CCC3O (stereo not drawn)	104	106	112	89	105	.	126	96
CC(=O)Nc1ccc(S(=O)(=O)c2ccc(NC(=S)Nc3ccc(S(=O)(=O)c4ccc(NC(C)=O)cc4)cc3)cc2)cc1	109	100	98	96	106	.	101	101
O=C1c2nccnc2C(=O)N1c1ccc([N+](=O)[O-])cc1[N+](=O)[O-]	105	104	100	106	105	104	89	95
CO/N=C(/C)c1ccc(NC(=O)CSc2nnc(-c3ccncc3)n2-c2ccccc2)cc1	-31*	82	30	17	13	33	-17*	50
CCOC(=O)COc1ccc(/C=C(\C)[N+](=O)[O-])c2ccccc12	106	115	108	92	96	117	97	91
CCN(C(=O)c1ccc2c3c(cccc13)C=C2)c1ccccc1	97	123	94	.	107	94	89	84
Cn1cc(/C=C(\C#N)C(=O)Nc2ncc(Cc3ccccc3Cl)s2)c2ccccc21	100	100	104	99	103	111	110	93

Two entries from above, with each value named:
> O=C1c2nccnc2C(=O)N1c1ccc([N+](=O)[O-])cc1[N+](=O)[O-]
  SF-539: 105; HCC-2998: 104; SNB-19: 100; U251: 106; SF-268: 105; SF-295: 104; SNB-75: 89; PC-3: 95
> CO/N=C(/C)c1ccc(NC(=O)CSc2nnc(-c3ccncc3)n2-c2ccccc2)cc1
  SF-539: -31*; HCC-2998: 82; SNB-19: 30; U251: 17; SF-268: 13; SF-295: 33; SNB-75: -17*; PC-3: 50

The list goes on.
canonical_smiles	SF-539	HCC-2998	SNB-19	U251	SF-268	SF-295	SNB-75	PC-3
C[C@H]1CCC/C=C/[C@@H]2CC=C[C@H]2[C@H](O)/C=C/C(=O)O1	90	101	99	108	101	120	93	95
COc1ccc2c(c1)c(C(=O)c1nc(-c3cn(C)c4ccc(Cl)cc34)no1)cn2C	61	87	55	61	64	72	60	74
Cn1ccnc1C(=O)/C=C/c1ccc(NC(=O)c2c(F)c(F)c(F)c(F)c2F)cc1	108	125	98	99	96	106	103	100
O=C1c2ccc3c4c(ccc(c24)C(=O)N1CCCN=C=S)C(=O)N(CCCN=C=S)C3=O	104	111	94	87	107	105	98	94
COc1ccc(/C=N/O)cc1	106	115	104	103	119	101	87	105
O=C(CCc1c[nH]c2ccccc12)Nc1nnc(Cc2ccccc2)s1	87	100	100	93	95	92	97	92
CSc1nc2c(c(=O)n1C)CN(Cc1ccccc1)C(C)=N2	110	96	97	104	96	120	38	.
COC(=O)c1cncc(C)c1	101	107	102	101	102	113	84	.
Cc1ccc(S(=O)(=O)NC(CCC(=O)NC(N)=O)C(=O)NC(N)=O)cc1 (stereo not drawn)	109	100	94	96	98	92	75	85
Fc1cccc(Cn2cc(CSc3nc4ccccc4s3)nn2)c1	101	107	100	103	94	102	90	92
COC(=O)c1ccc2cc(OC)cc([N+](=O)[O-])c2n1	.	119	107	105	106	103	92	99
Cc1ccc2c(-c3nnc(N)s3)cc(=O)oc2c1C	102	113	104	100	102	97	93	97
C/C(=N\NC(=S)Nc1cc(C)ccc1Cl)c1cc2ccccc2oc1=O	97	111	100	102	90	98	84	84
O=C(CCc1nnc(C(c2ccccc2)c2ccccc2)o1)c1nc2ccccc2[nH]1	118	127	95	93	97	83	85	76
CC(=O)Nc1nnc(SCc2c(C)cc(C(C)(C)C)cc2C)s1	92	109	100	88	95	.	77	86
Cc1ncc(CO)c(CO)c1O	107&101&97	124&106	107&103&101	105&101&103	102&97&108	99&108&102	86&83&118	90&92&91
CCOC(=O)Nc1cccc(-n2cnc3cc(-c4ccc(O)cc4)ccc32)c1	4.2*	30	27	19	39	15	3.5*	30
CCC[C@@H]1C[C@@H](C(=O)N[C@H]([C@H]2O[C@H](SC)[C@H](O)[C@@H](O)[C@H]2O)[C@H](C)O)N(C)C1	109	108	99	103	108	103	92	88
O=C(Nc1ccc(CN2CCOCC2)cc1)c1[nH]ncc1Nc1ncnc2sccc12	-34*	-9.5*	.	14	1.2*	18	-25*	11
Cc1nc(N)[nH]c(=O)c1CCCNS(=O)(=O)c1ccc([N+](=O)[O-])cc1	101	99	100	96	102	126	88	93
O=S(=O)(CCCl)c1ccc(Cl)cc1	43	110	91	.	65	81	73	66
Cc1cc2c3ccccc3ccc2[n+]2ccccc12	43	47	4.5*	6.0*	-25*	23	15	.
CC1=NN(c2cccc(Cl)c2)C(=O)/C1=C\c1ccc[nH]1	98	112	105	97	97	92	73	85
CN1CCN(CCOc2ccc(-c3cnc4c(-c5ccccc5F)cnn4c3)cc2)CC1	51	22	69	2.4*	64	65	120	32
O=C1NC(=O)c2cc([N+](=O)[O-])ccc21	101	102	109	109	106	101	.	101
CC1(C)Cc2c(sc3ncn4nc(-c5ccc(O)cc5)nc4c23)CO1	75	118	80	61	64	76	36	44
Clc1cc(Cl)c2c(c1)C=C1CCCCC3=Cc4cc(Cl)cc(Cl)c4OC13O2	102	85	97	97	102	100	117	92
COc1ccc2[nH]c(O)c(N=NC(=O)COc3ccc(NC(=O)Nc4ccc(Cl)cc4)cc3)c2c1	-39*	-14*	3.7*	-87*	-10*	14	43	18
CO/N=C1/C=C(C)C(=O)C(C)=C1C	105	105	106	100	104	.	99	97
CCOC(=O)c1ccc(N2C(=O)/C(=C/N3N=C(c4ccccc4)CC3c3ccc(N(C)C)cc3)SC2=S)cc1 (stereo not drawn)	98	96	100	96	83	95	80	91
Cc1ccc(-c2ccnc3c2c(=O)[nH]c(=O)n3CCc2ccccc2)cc1	99	102	96	97	119	91	112	87
COc1ccc(-c2nn(CC(=O)N3CCOCC3)c(N)c2C#N)cc1	101	98	96	103	98	98	91	98
CCCCCCCC(C)NCCCO (stereo not drawn)	105	108	103	101	101	105	84	100
CC/C=C/[C@@H]1C=C[C@@H]2CCC[C@H]2[C@@H]1CC[C@H](O)[C@H](C)N	-68*	-89*	-41*	-80*	29	-71*	22	30
COC(=O)C1(C)CCC(C)C(=O)O1 (stereo not drawn)	122	120	103	116	106	113	.	92
S=c1[nH]nc(Nc2ccccc2Cl)s1	105	107	107	.	114	96	75	104
CC(C)(C)c1nn(-c2ccccc2)c2c1C(=O)CSC(c1ccc3c(c1)OCO3)N2 (stereo not drawn)	101	105	101	107	92	91	98	84
CC1CN(CCN2CC(C)N(C=O)CC2C)C(C)CN1C=O (stereo not drawn)	111&100	89&111	107&105	98&102	113&117	102&109	84&96	100&106
COc1ccc(N=Cc2sc(=S)[nH]c2O)cc1	97	104	99	101	103	102	99	97
CC(=O)CCNc1ccc2c(c1)C(=O)c1ccccc1C2=O	100	104	103	96	95	95	101	99
O=C(Nc1c2ccccc2nc2ccccc12)c1ccccc1CN1C(=O)c2ccccc2C1=O	22	41	33	27	34	32	60	37
CC(=O)Nc1c(Cl)cc2c(c1Cl)Cc1cc(N)ccc1-2	99	99	101	99	108	110	69	88
N#C/C(Sc1nc2sc3c(c2c(=O)n1Cc1ccccc1)CCCC3)=C(/S)Nc1ccccc1	102	106	101	80	70	171	85	79
COc1ccc2c(c1OC)C(=O)OC2CC(=O)c1ccc(O)cc1O (stereo not drawn)	108	98	100	98	108	106	103	97
COC(=O)C(/C(=N/N)C(=O)Nc1cc(Cl)ccc1Cl)c1nc2ccc([N+](=O)[O-])cc2[nH]c1=O (stereo not drawn)	101	112	98	.	93	114	89	84
CO[C@H]1CSS[C@@H]1Cn1nc(-c2ccc(Oc3ccccc3)cc2)c2c(N)ncnc21	36	14	30	25	32	35	104	41
CCCCCCCCCCCCCCCCCC(=O)NCCNC(=O)CCCCCCCCCCCCCCCCC	97	82	108	95	89	100	83	65
O=C(Nc1ncnc2nc[nH]c12)c1ccccc1	94	.	91	99	98	111	91	91
N#Cc1c(-c2ccc(F)cc2)nc(SCc2ccccc2)nc1N1CCOCC1	83	111	90	91	91	92	103	90
Oc1cccc(-c2nc(-c3nnc(SCc4ccccc4)o3)cc3c2[nH]c2ccccc23)c1	85	83	100	83	75	85	88	52

Next results.
canonical_smiles	SF-539	HCC-2998	SNB-19	U251	SF-268	SF-295	SNB-75	PC-3
Cc1ccc(-c2nnc(CSc3nc(-c4c(Cl)cccc4Cl)c(C#N)c(=O)[nH]3)o2)cc1	103	102	99	89	94	96	98	74
CN(C)CCOc1ccccc1Cc1ccc(Cl)cc1Cl	95	74	99	84	82	93	62	67
COc1ccc(C(=O)/C=C/c2cccnc2)cc1S(N)(=O)=O	3.6*	77	45	11	44	39	64	78
O=C(CSc1nnc(Cn2c(C(F)(F)F)nc3ccccc32)o1)Nc1ccc(F)cc1	108	99	102	104	102	101	97	95
CC(C)Cc1cc(-c2cc(CC(C)C)nc(N)n2)nc(N)n1	100	123	.	100	113	97	113	122
CCCCCCCCCCCC[n+]1ccc(C(N)=O)cc1	8.2*	26	19	-3.1*	22	34	-4.2*	-18*
O=NC1C2C=CC(C2)C1Cl (stereo not drawn)	99	106	108	107	102	102	69	97
CC(=O)c1cc2c(cc1C(C)C)C(C)(C)CCC2(C)C	101	100	103	97	100	97	69	92
Nc1nc(C(F)(F)F)ccc1C(=O)N/N=C/c1c(Cl)cccc1Cl	88	.	98	95	99	119	89	70
Cc1ccc(NC2=C(Cl)C(=O)c3nc(C)ccc3C2=O)c(C)c1	-62*	65	30	23	25	-30*	88	23
C=C(C)C1CCC2(C(=O)O)CCC3(C)C(CCC4C5(C)CCC(O)C(C)(C)C5CCC43C)C12 (stereo not drawn)	-54*	.	9.2*	-45*	16	-15*	-25*	8.6*
CC(=O)OCCSCCOC(C)=O	103	93	114	101	103	.	100	98
CC(=O)N(C)c1ccccc1C	128	114	108	106	112	126	103	95
CC(=O)OC[C@]12CCC(C)(C)C=C1[C@H]1CC[C@@H]3[C@@]4(C)CCCNC(C)(C)[C@@H]4CC[C@@]3(C)[C@]1(C)CC2	95	49	53	35	81	100	72	37
CC1CCC(N2CCCn3c2nc2c3c(=O)n(C)c(=O)n2C)CC1 (stereo not drawn)	99	103	105	97	100	100	95	94
C[Si](C)(CCl)N[Si](C)(C)CCl	115	101	114	97	104	.	91	104
O=C1/C(=C/c2ccc(O)c(O)c2)Oc2cc(O)ccc21	79&84	112&107	94&95	96&99	95&103	101&107	80&117	101&109
Cc1cc(Nc2ccccc2Br)nc(N)n1	106	102	104	108	97	97	97	97

Source: PubChem (NCI)
